IL-1B inflam inh: inflammasome signaling inhibition, IL-1 beta readout | THP-1 LPS/ATP IL-1B secretion, AlphaLISA, 16 h; active compounds read low | activity change, % at 57.5 µM | 360,000 compounds, 4.7% hits; in the data active = activity change below about -50%; inconclusive = mostly about -30% to -49%; note: % is set by controls: 0 for no effect and ±100 for the full control effect
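THP-1 cells pretreated 1 hr with compounds (up to 57.5 uM final), then stimulated with LPS (250 ng/mL final) plus ATP (1.25 mM final); secreted IL-1B measured by AlphaLISA after 16 hr, decreased signal indicating inhibition.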
KB-3-1 cytotox: KB-3-1 parental cell cytotoxicity; KB-3-1 viability, CellTiter-Glo ATP luminescence, 72 h; Potency, µM (series often up to 46.1 µM), without a hit: at the highest dose activity change, negative = cytotoxic, usual class: cytotoxic; 400,000 compounds, 1.4% hits; AID 1347075; note: potency is the fitted concentration of half-maximal effect; % is set by controls: 0 for no effect and ±100 for the full control effect; nearly all actives have a fitted effect of over 60% in size
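Viability of parental KB-3-1 cells, measured by CellTiter-Glo luminescence, followed a 72 h incubation at 37 °C with pinned compounds in phenol-red-free DMEM containing 10% FBS.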
S2 tox: cell viability loss in ATXN counter-screen. AID 651635. S2 cells (HEK-293 line with an ATXN2-luciferase reporter) viability, CellTiter-Fluor protease fluorescence, 24 h. Potency, µM (top dose mostly 56.7 µM), hits mostly cytotoxic. 400,000 compounds, 0.49% hits; note: potency is the fitted concentration of half-maximal effect; nearly all actives have a fitted effect of over 40% in size
HT1080NT lethal: kills 2HG-producing HT-1080-NT fibrosarcoma cells. HT-1080-NT fibrosarcoma viability, CellTiter-Glo ATP luminescence, 48 h. Potency, µM (top dose mostly 46.1 µM), for inactives: at the top dose activity, negative = less viability, actives largely listed as cytotoxic. 360,000 compounds, 1.6% hits;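 note: NT is the 2HG producing partner of a matched IDH1 knockdown line; potency is the fitted concentration of half-maximal effect; 0% = DMSO-treated cells and -100% = media-only wells without cells; nearly all actives have a fitted effect of over 55% in size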
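HT-1080-NT fibrosarcoma cells (2HG-overproducing), 750 cells/well in RPMI with 5% FBS, dosed after 2 h and incubated 48 h at 37C. CellTiter-Glo luminescence normalized to DMSO and no-cell wells; concentration-response curves fitted and classed.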
SW480 rereplic: induces DNA re-replication in SW480 colon adenocarcinoma cells; 340,000 compounds, 1.8% hits; Potency, µM (doses to about 46.1 µM), without a hit: at the highest dose re-replication activation, usual class: activators; SW480 DNA re-replication, Hoechst DNA content imaging, 48 h; note: potency is the fitted concentration of half-maximal effect; % of control where 0% means no effect; nearly all actives have a fitted effect of over 55% in size
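Quantitative HTS format with DMSO vehicle controls; 48 hr drug incubation at 37 C, then 40 min Hoechst staining and scanning imager measurement at 405 nm excitation.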
MCF10A rereplic: inducers of DNA re-replication in MCF 10A breast cells | Potency, µM (titrated, usually from 46.1 µM), for the others: top-dose activity, positive = re-replication, most hits filed as activators | MCF 10A DNA re-replication, Hoechst nuclear intensity, 48 h | 350,000 compounds, 2.9% hits | AID 624296; note: potency is the fitted concentration of half-maximal effect; % of control where 0% means no effect; nearly all actives have a fitted effect of over 50% in size
HT1080 IDH1KD tx: kills HT-1080 cells with IDH1 knockdown | HT-1080 IDH1 knockdown viability, ATP luminescence, 48 h | Potency, µM (series often up to 46.1 µM), for inactives: at the top dose activity, negative = toxicity, actives largely listed as cytotoxic | 360,000 compounds, 2% hits | AID 686971;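 note: potency is the fitted concentration of half-maximal effect; 0% = DMSO wells and -100% = cell-free medium wells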
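IDH1KD HT-1080 cells, 750/well, RPMI + 5% FBS; compound pinned after 2 h settling; 48 h, 37 °C; CellTiter-Glo luminescence; % activity normalised to DMSO and no-cell wells; curves fitted, classed by r2 and efficacy.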
KB-V1 cytotox: kills drug-selected multidrug resistant KB-V1 cells; 400,000 compounds, 3.4% hits; Potency, µM (top dose mostly 46.1 µM), without a hit: at the highest dose activity change, negative = cytotoxicity, usual class: cytotoxic; AID 1347076; KB-V1 MDR cells viability, CellTiter-Glo, 72 h; note: potency is the fitted concentration of half-maximal effect; % is set by controls: 0 for no effect and ±100 for the full control effect; nearly all actives have a fitted effect of over 60% in size
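Drug-selected KB-V1 cells, grown in DMEM lacking phenol red with 10% FBS, receive compound titrations; after three days at 37 degrees C, surviving cell ATP is quantified by CellTiter-Glo luminescence and responses normalized and curve-fitted.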
ATXN2 expr inh: ATXN2 expression inhibition | HEK-293 ATXN2-luciferase reporter, luminescence, 24 h | Potency, µM (series often up to 57 µM), inactives show at the highest dose activity change, negative = inhibition, usual class: inhibitors | 360,000 compounds, 0.72% hits; note: potency is the fitted concentration of half-maximal effect; % is set by controls: 0 for no effect and ±100 for the full control effect; nearly all actives have a fitted effect of over 55% in size
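ATXN2-luciferase reporter cells (luciferase flanked by upstream and downstream ATXN2 gene portions) were treated 24 h at 37 °C with compounds at up to 57 uM. SteadyGlo luminescence gave expression; GF-AFC fluorescence gave viability.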
The depositor's hits bear a star; i = inactive; ? = inconclusive; · = not tested or not shown; [ ] = remark or other dose. Unless noted, calls come from the whole dose curve; as a rule, active = well fitted curve in the direction sought with a large enough effect; inconclusive = small, poorly fitted or top-dose-only effect, or another doubt; inactive = no such curve, though single readings can be large; an effect the other way counts as inactive or inconclusive.

canonical_smiles	MCF10A rereplic	SW480 rereplic	HT1080 IDH1KD tx	S2 tox	KB-V1 cytotox	HT1080NT lethal	KB-3-1 cytotox	IL-1B inflam inh	ATXN2 expr inh
COc1cc2c(cc1OC)C(c1ccc(N(C)C)cc1)CC(=O)N2 (stereo not drawn)	-4%	-3%	10%	i	0%	0%	-1%	16	8%
COc1ccc(C(O)Cc2nc3ccccc3n2C)cc1OC (stereo not drawn)	-8%	0%[9.22 µM]	2%	i	-1%	14%	1%	-17	2%
Cc1cc2c(cc1S(=O)(=O)CCC(=O)N1CC(C)CC(C)C1)OCC(=O)N2 (stereo not drawn)	2%	-5%	0%	i	0%	10%	-2%	-22	-7%
COCC(C)N1CC(O)=C(c2nc(-c3ccc(Cl)cc3)cs2)C1=N (stereo not drawn)	?	2%	-20%	i	-25%	-22%	11%	-53*	-28%
CC1CC2(CCCC2)Nc2ccc(F)cc21 (stereo not drawn)	-12%	-12%	-1%	i	0%	0%	3%	21	-4%
CC1(C)CC2CC(C)(CN2C(=O)COC(=O)CNC(=O)c2ccc(Cl)c(Cl)c2)C1 (stereo not drawn)	4%	?	?	i	-7%	-5%	22%	-14	-13%
CCN(CC)S(=O)(=O)c1ccc(C(=O)NNC(=O)C2CCN(S(=O)(=O)c3ccc(Cl)cc3)CC2)cc1	10%	1%	2%	i	-1%	6%	-17%	0	9%
CCCn1c(C)cc(C(=O)COc2ccc(C)nc2[N+](=O)[O-])c1C	?	?	3%	i	16µM*	7%	-30%	18	21%
CC(CC(=O)Nc1nc2ccccc2[nH]1)n1ccnc1 (stereo not drawn)	-1%	-8%	9%	i	8%	14%	4%	16	-7%
COc1ccc([C@H]2C[C@@H](n3cc(COC(=O)c4ccccc4)nn3)[C@H](O)CN2Cc2cccs2)cc1	·	·	17%	i	?	14%	10%	17	2%
CCc1cc(C(=O)NC(C)c2ccccc2)no1 (stereo not drawn)	·	·	·	i	2%	·	0%	·	9%
COc1ccc(S(=O)(=O)NCC(c2ccc(N(C)C)cc2)N2CCc3ccccc32)cc1OC (stereo not drawn)	·	·	·	i	1%	·	-20%	·	11%
COC(=O)Cc1ccc(NC(=O)c2ccccc2Br)cc1	3%	-5%	0%	i	5%	12%	14%	-4	-11%
Cc1ccc(S(=O)(=O)C(c2ccccc2)c2c(C)noc2C)cc1 (stereo not drawn)	-3%	5%	-1%	i	-1%	-1%	-1%	1	-3%
O=C(NCc1ccco1)/C(=C/c1cccnc1)NC(=O)c1cccc(Br)c1	-1%	-17%	-6%	·	3%	-1%	-1%	-10	·
COc1ccc(CN2CCC(C)(Oc3cccc(F)c3)C2)c2ccccc12 (stereo not drawn)	·	·	-13%	i	0%	-22%	-7%	7	0%
Cc1cc(Cl)ccc1OCCCC(=O)Nc1ccc(S(=O)(=O)Nc2ncccn2)cc1	-2%	8%	-19%	i	8%	-22%	-4%	23	-7%
COc1ccc(N2CCN(C3CCCN(C(=O)C4=C(C)OCCO4)C3)CC2)cc1 (stereo not drawn)	2%	-2%	1%	i	-4%	0%	0%	14	-2%
CCN(CC)c1ccc(NC(=O)c2ccc(Br)o2)c(C)c1	-3%	-1%	?	i	?	-2%	8%	-27	4%
COC(=O)c1ccc(NC(=O)c2cn(-c3ccccc3)nc2-c2ccncc2)cc1	-12%	?	-9%	i	9%	-4%	-6%	0	5%
CN(C)c1ccc(C(=O)OCC(=O)N2CCCC2)cc1	-10%	-7%	19%	i	7%	15%	0%	-4	4%
CC(C(=O)NN=C(c1ccccc1)c1ccccc1)N1CCCC1 (stereo not drawn)	9%	-4%	2%	i	?	0%	1%	-5	·
C=C(C)COc1ccc(-c2[nH]ncc2Oc2cccc(OC)c2)c(O)c1	?	?	?	i	?	23µM*	-21%	-17	-34%
C#CCN(C[C@@H]1[C@@H](OC(=O)NCCCCCC)[C@@H](OC(=O)NCCCCCC)Cn2c(=O)n(CCCCCC)c(=O)n21)S(=O)(=O)c1ccc(C)cc1	·	·	1%	i	?	8%	7%	3	3%
COc1ccc(Cl)cc1NC(=O)CN(C)C(=O)CN1C(=O)NC(C)(C)C1=O	?	15%	0%	i	·	0%	·	8	-5%
Cc1cccc(CN2CCN(CC(=O)NCCCN3CCN(c4ccc(F)cc4)CC3)C2=O)c1	12%	0%	?	?	?	-20%	?	-56*	-23%
O=C(Nc1ccccc1)C1=C[C@@H](c2ccc(C(F)(F)F)cc2)C[C@@H](OCCCCO)O1	?	?	-3%	?	-17%	-5%	-4%	?	3%
COCc1cc(C)n(CC(=O)Nc2ccc(NC(C)=O)cc2)c(=O)c1C#N	·	·	·	i	10%	·	13%	·	0%
O=C(c1ccncc1)N1CCN(S(=O)(=O)c2ccccc2Br)CC1	2%	-4%	0%	i	-28%	1%	0%	19	6%
Cc1cc(Br)ccc1OCC(=O)NNC(=O)c1cnccn1	-9%	0%	?	i	-1%	-30%	-25%	6	·

3 compounds from above, sorted by their value in IL-1B inflam inh, highest first.
mol,IL-1B inflam inh
O=C(c1ccncc1)N1CCN(S(=O)(=O)c2ccccc2Br)CC1,19
Cc1ccc(S(=O)(=O)C(c2ccccc2)c2c(C)noc2C)cc1 (stereo not drawn),1
COC(=O)Cc1ccc(NC(=O)c2ccccc2Br)cc1,-4

Next part:
canonical_smiles	MCF10A rereplic	SW480 rereplic	HT1080 IDH1KD tx	S2 tox	KB-V1 cytotox	HT1080NT lethal	KB-3-1 cytotox	IL-1B inflam inh	ATXN2 expr inh
CCOc1ccc(-c2nonc2NC(=O)c2oc3cc(C)ccc3c2C)cc1OCC	·	·	·	i	2%	·	3%	·	1%
O=c1[nH]c(NCc2ccccc2)nc2c1CCC2	1%	-7%	-1%	i	18%	-9%	7%	42	2%
COC(=O)[C@]12CCCCC=C1N(Cc1ccc3c(c1)OCO3)C(=O)[C@H](CC(=O)N1CCSCC1)C2	·	·	3%	·	?	4%	1%	0	·
CCCCN(C)C(=O)Cn1c(=O)oc2cc(S(=O)(=O)N3CC(C)CC(C)C3)ccc21 (stereo not drawn)	10%	?	-3%	i	0%	-7%	-10%	13	·
COc1cccc(C2=NC(C)(C)NC(c3ccccc3O)C2)c1 (stereo not drawn)	?	11%	-5%	i	8%	0%	-2%	?	29%
COCCSc1nnc(NC(=O)CSc2ccccc2)s1	8%	-1%	4%	i	-23%	0%	-8%	6	-11%
CCOc1ccc(NC(=O)C(NS(=O)(=O)c2ccc3c(c2)CCN3C(C)=O)C(C)C)cc1 (stereo not drawn)	·	·	·	i	1%	·	-4%	·	7%
CC(C)c1cn(C2OC(COC(=O)c3ccccc3)C(OC(=O)c3ccccc3)C2OC(=O)c2ccccc2)c(=O)[nH]c1=O (stereo not drawn)	16%	2%	·	i	-19%	·	4%	·	6%
N/C(Cc1ccc([N+](=O)[O-])cc1)=N\OC(=O)c1ccc(Br)cc1	?	-1%	5%	i	11%	17%	2%	?	-2%
CCOC(=O)C1CCCCN1C(=O)CCc1c(C)nc2ncnn2c1C (stereo not drawn)	1%	4%	3%	i	11%	-14%	10%	38	?
O=C(/C=C/c1ccccc1)NC(=S)Nc1ccc(N2CCOCC2)cc1	2%	3%	?	i	-24%	7.9µM*	-2%	-22	-4%
Cc1ccc(C(=O)N/N=C\c2cc3c(cc2Br)OCO3)cn1	-2%	2%	8%	i	?	0%	6%	24	6%
CCN(C(=O)CCS(=O)(=O)c1cccc2nonc12)c1ccc(F)cc1	12%	27%	9%	i	-10%	4%	-6%	10	5%
COc1ccccc1C(=O)Nc1nc(-c2ccccc2)ns1	·	·	·	i	-13%	·	6%	·	41%[activator]
C/C(=N\NC(=S)NCc1ccccc1)c1ccc2c(c1)OCCO2	19%	-5%	-13%	i	-19%	-9%	-12%	16	·
CS(=O)(=O)N1N=C(c2ccco2)CC1c1ccc(Cl)cc1 (stereo not drawn)	1%	-31%[inhibitor]	-7%	i	16µM*	-1%	1%	11	29%
CCOC(=O)c1c(C)oc2ncnc(N3CCN(c4ccccc4F)CC3)c12	·	·	·	?	-5%	·	0%	·	?
COc1cc(C(=O)NCC(c2ccco2)N2CCc3ccccc3C2)cc(OC)c1OC (stereo not drawn)	3%	-3%	1%	i	?	3%	1%	-2	11%
CSc1ccc(C(=O)NCC(c2ccco2)N(C)C)cc1[N+](=O)[O-] (stereo not drawn)	-27%	-16%	-1%	i	-2%	-2%	14%	-14	-4%
O=C(NC(=O)c1ccccc1)Nc1ccc(-c2cnco2)cc1	2%	-9%	-16%	i	1%	-1%	-1%	-6	-22%
COc1ccc(Cl)cc1NC(=O)C1CC(c2c(F)cccc2Cl)=NO1 (stereo not drawn)	13%	-35%[inhibitor]	-17%	i	-5%	-13%	-26%	4	-25%
COc1ccccc1OCCNC(=O)c1cc(C2CC2)nc2c1cnn2C(C)C	-1%	-4%	-4%	?	0%	-9%	-5%	2	-4%
CCOC(=O)/C=C/C(=O)Nc1ccc(S(=O)(=O)Nc2nccs2)cc1	-1%	-9%	5%	·	17%	20%	16%	4	-2%
COc1cccc(C(=O)OCC(=O)NCc2ccc3c(c2)OCO3)c1OC	1%	4%	-2%	i	-9%	-1%	-2%	1	-13%
CN(C(=O)Cn1nnc(-c2ccc(F)cc2)n1)C1CCS(=O)(=O)C1 (stereo not drawn)	10%	-1%	2%	i	12%	-1%	4%	11	·
O=[N+]([O-])c1nn(-c2ccc3c(c2)OCCO3)n(O)c1=NC1CCCCC1	26%	?	-18%	i	?	-15%	-19%	-25	5%

From PubChem BioAssay
